GRK2 inh: blocks RNA aptamer binding to human GRK2; inhibition of aptamer binding, % at 10 µM; bead flow cytometry, FAM-aptamer displacement from GRK2; AID 488847; actives 0.59% (n = 330,000);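 active means inhibition of aptamer binding above 40%, roughly 3 SD of noise, on plates passing a quality check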;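 further: median bead fluorescence of bound FAM aptamer so fluorescent compounds give negative values; no value below 0 was filed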
GASC-1 inh: human JMJD2C demethylase inhibition. AID 2099. inhibition, % at 2.35 µM. actives 0.069% (n = 330,000). Q9H3R0. GST-JMJD2C(1-420) H3K9me3 demethylation, DELFIA europium;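 active means more than half of a compound's replicate wells show inhibition beyond 50%, single wells judged on their own value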;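 further: signal counts dimethyl H3K9 product captured on neutravidin plate; 0% = median of DMSO wells and 100% = 0.3 times that DMSO median; strong numbers were not always called active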
PP5 primary: PP5 (human) phosphatase inhibition | AID 1987 | purified PP5c, OMFP substrate fluorescence | P53041 | inhibition, % at 6.7 µM | actives 0.18% (n = 320,000);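 active means inhibition above the campaign's mean inhibition across all tested compounds plus 3 SD, cut at about 9.5% in these data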;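 further: 0% = DMSO only and 100% = 100 µM cantharidin control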
core dimer inh: HCV core protein dimerization inhibition; actives 0.33% (n = 300,000); AID 1899; TR-FRET GST/Flag-core106 dimerization, 1536-well; inhibition, % at 5 µM;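 active means inhibition above the mean of all tested compounds plus 3 SD, set per screening campaign, cut at about 45% in these data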
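System: GST-tagged and Flag-tagged HCV core protein residues 1-106 / Input: core106 proteins, GST 13.5 nM and Flag 17 nM / Buffer or medium: KF-containing HEPES buffer, pH 7.45, DTT, CHAPS, BSA / Probe or stimulus: Eu-anti-GST and XL665-anti-Flag labelled anti-tag antibodies / Schedule: 4 h, 22.5 °C incubation / Technique: TR-FRET 671 and 617 nm emission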
CTSL1 counter: counter-screen for PFM18AAP inhibitors: inhibitors of F. hepatica cathepsin L1. inhibition, % at 5.96 µM. recombinant F. hepatica cathepsin L1, Z-Leu-Arg-MCA fluorescence. actives 0.49% (n = 300,000);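 active means inhibition above the mean of all tested compounds plus 3 SD, set per screening campaign, cut at about 17% in these data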;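 further: 0% = plate median of test compound wells and 100% = 1 µM Z-Phe-Ala-diazomethylketone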
proCasp7 act: activates human procaspase-7, counter-screen for procaspase-3 activators; AID 463210; actives 0.093% (n = 330,000); recombinant procaspase-7, Ac-DEVD-pNA absorbance 405 nm; D23A/D198A/D206A triple mutant, cannot self-cleave; scale: DMSO 0, 5 µM enzyme 100; activation, % at 8.5 µM;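 active means percent activation above the screen-wide mean plus 3 SD, cut at about 25% in these data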
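Assay system: Uncleavable procaspase-7 mutant enzyme; Input: 2 µM procaspase-7 mutant as dispensed; Also added: DEVD-pNA substrate; Medium: Zinc-free HEPES pH 7.4 with 300 mM NaCl, 0.01% Triton X-100; Timing: 1 h compound preincubation, 2 h substrate cleavage, 25 °C; Measured by: Epi-absorbance of released pNA at 405 nm, two timepoints.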
VLA-4 inh: inhibition in a human VLA-4 binding assay; actives 0.2% (n = 330,000); inhibition, % (about 7 µM as worked out from the volumes in the protocol); AID 2557; VLA-4 expressing cells, ligand binding flow cytometry; P13612; in the data active means inhibition above about 50%
Target sequence (P13612 whole entry, looked up): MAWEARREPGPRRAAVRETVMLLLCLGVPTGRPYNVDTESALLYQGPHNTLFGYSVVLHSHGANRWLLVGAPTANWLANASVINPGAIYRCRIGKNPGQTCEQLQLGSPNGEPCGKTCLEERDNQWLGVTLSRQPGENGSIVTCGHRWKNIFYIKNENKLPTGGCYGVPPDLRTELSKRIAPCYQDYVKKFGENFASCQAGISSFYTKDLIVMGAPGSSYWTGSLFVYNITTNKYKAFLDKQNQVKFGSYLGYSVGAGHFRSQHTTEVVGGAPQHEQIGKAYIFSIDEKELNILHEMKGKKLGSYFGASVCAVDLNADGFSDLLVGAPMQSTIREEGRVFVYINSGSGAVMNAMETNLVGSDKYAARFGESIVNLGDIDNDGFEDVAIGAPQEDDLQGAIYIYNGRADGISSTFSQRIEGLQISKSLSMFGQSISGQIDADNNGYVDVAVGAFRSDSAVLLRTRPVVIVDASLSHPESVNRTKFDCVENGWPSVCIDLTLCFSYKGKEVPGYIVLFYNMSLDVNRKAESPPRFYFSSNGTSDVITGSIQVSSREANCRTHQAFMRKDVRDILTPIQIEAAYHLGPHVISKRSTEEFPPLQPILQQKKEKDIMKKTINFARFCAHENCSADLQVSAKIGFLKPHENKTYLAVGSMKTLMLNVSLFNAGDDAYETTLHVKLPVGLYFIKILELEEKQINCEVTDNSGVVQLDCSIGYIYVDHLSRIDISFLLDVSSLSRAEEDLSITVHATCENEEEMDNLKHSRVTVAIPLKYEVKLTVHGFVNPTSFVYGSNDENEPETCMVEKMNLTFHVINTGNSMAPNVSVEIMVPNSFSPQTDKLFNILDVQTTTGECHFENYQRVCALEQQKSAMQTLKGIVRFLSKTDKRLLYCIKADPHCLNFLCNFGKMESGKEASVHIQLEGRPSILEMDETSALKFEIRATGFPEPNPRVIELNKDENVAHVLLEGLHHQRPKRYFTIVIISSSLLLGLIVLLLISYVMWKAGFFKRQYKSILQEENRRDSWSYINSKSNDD
procasp3 activ: procaspase-3 (human) activation. actives 0.11% (n = 330,000). activation, % at 8.5 µM. AID 463141. recombinant procaspase-3 D3A, Ac-DEVD-pNA absorbance 405 nm. P42574;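 active means activation above the mean of all tested compounds plus 3 SD, cut at about 21% in these data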;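 further: 0% = DMSO alone and 100% = DMSO wells spiked with extra 5 µM PC-3 D3A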
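material = Procaspase-3 D3A mutant | probe or stimulus = Ac-DEVD-pNA | compound = single dose, 8.5 µM nominal compound, 0.8% DMSO | timing = 1 h preincubation, 2 h reaction | measured by = 405 nm absorbance of p-nitroaniline, reads at 0 and 120 min | benchmarks = DMSO-only low control, 5 µM PC-3 D3A high control | repeats = singlicate, each compound tested once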
PP1 inh: counter-screen for PP5 inhibitors: inhibitors of human PP1-alpha. purified PP1alpha, OMFP fluorescence. actives 0.9% (n = 320,000). AID 2235. inhibition, % at 6.7 µM;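 active means inhibition above the mean inhibition of all tested compounds plus 3 SD, computed separately for each screening campaign, cut at about 15% in these data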
* marks the source's active call; other numbers are inactive results; x = no result given.

item	mol	GRK2 inh	GASC-1 inh	PP5 primary	core dimer inh	CTSL1 counter	proCasp7 act	VLA-4 inh	procasp3 activ	PP1 inh
1	CN(C)c1c(N)c(=O)oc2ccccc12	5.0	3.7	-0.3	-8.2	1.7	0.9	-2.3	-6.2	-0.9
2	CC(C)(C)c1ccc(C(=O)NCC(=O)OCC(=O)Nc2nc(-c3ccc(F)cc3)cs2)cc1	1.0	2.8	2.3	7.2	-1.0	-5.2	-1.1	-9.1	1.9
3	O=C(CN1C(=O)C2C3C=CC(C3)C2C1=O)NCc1ccccc1 (stereo not drawn)	3.0	5.7	4.0	1.0	3.1	-4.6	-2.1	14.4	2.0
4	CN(C)CCNC(=O)C(=O)NCC1CCCN1S(=O)(=O)c1cccs1 (stereo not drawn)	0.0	5.8	1.8	-3.0	-1.3	7.0	6.2	8.3	-2.1
5	Cn1c(=O)c2c(nc(NC3CCCCC3)n2CC(=O)C23CC4CC(CC(C4)C2)C3)n(C)c1=O	0.0	-12.3	6.8	11.0	-1.3	-4.8	7.0	-4.5	0.2
6	O=C(COC(=O)CCNS(=O)(=O)c1ccccc1)NC(=O)Cc1ccccc1	3.0	x	-1.1	x	x	9.8	14.2	-5.7	3.3
7	COC(=O)c1ccc(N/C(=N/S(=O)(=O)c2ccccc2)c2ccccc2)cc1	0.0	7.8	2.9	6.5	-3.4	7.2	6.2	6.7	-1.0
8	O=c1c(Cc2ccc(Cl)cc2)c(O)ccn1Cc1ccncc1	2.0	2.0	2.1	-3.3	-2.3	11.0	9.7	3.9	1.1
9	CCCC(C(=O)Nc1cc(S(=O)(=O)N2CCOCC2)ccc1OC)c1ccccc1 (stereo not drawn)	12.0	-2.3	0.5	8.9	-1.2	6.1	1.6	2.1	2.5
10	CN(C)C(=O)c1ccc(NC(=O)c2ccc(-c3ccc(Cl)cc3)o2)cc1	1.0	-14.4	1.2	3.0	-1.5	-19.8	10.5	-10.9	0.6
11	COc1cccc(C(=O)/C=C/Nc2cccc(O)c2)c1	0.0	-4.7	6.3	-2.1	-4.0	-9.4	-10.2	-5.2	1.9
12	O=c1c2cc(NC(=S)NC3CCCCC3)ccc2nc2n1CCCCC2	1.0	4.5	2.0	-16.0	-0.3	-9.2	8.1	4.2	-0.8
13	CCOc1ccc(NC(=O)Cn2nnc(-c3ccccc3NC(=O)C3CC3)n2)cc1	0.0	8.3	-0.9	-2.1	0.1	2.8	8.6	4.1	-0.7
14	Cc1ccc(C2=NN(CC(=O)NCCN(C)C)C(=O)CC2)cc1	0.0	4.7	-1.2	-2.9	-3.8	-4.2	5.5	5.7	-2.0
15	CCOC(=O)NC(Nc1sc2c(c1C(N)=O)CCCC2)(C(=O)OCC)C(F)(F)F (stereo not drawn)	2.0	-1.3	0.9	2.1	4.0	-10.7	-0.5	0.5	-0.1
16	COc1ccc(CNC(=O)c2cc3c(=O)n4cccc(C)c4nc3n(CC3CCCO3)c2=N)cc1 (stereo not drawn)	0.0	-2.2	0.4	0.0	7.0	-9.1	-6.3	-10.4	0.2
17	COc1ccc(N2CCN(C(=O)CCN3C(=O)C4C5C=CC(C5)C4C3=O)CC2)cc1 (stereo not drawn)	1.0	2.1	0.2	4.8	-5.9	-3.0	3.5	1.4	-6.3
18	CC1CCCCN1C(=O)Cn1c(=O)oc2cc(S(=O)(=O)N3CCCC3)ccc21 (stereo not drawn)	1.0	-1.4	-0.1	3.1	-2.5	-4.9	-0.8	1.4	-2.5
19	O=C(NCc1ccc(F)cc1)C1(S(=O)(=O)c2ccc(Cl)cc2)CC1	2.0	-0.1	-1.2	7.6	5.6	-8.2	-1.6	12.9	-1.1
20	COc1ccc(CN2CCCCC2C)cc1OC (stereo not drawn)	0.0	9.0	0.7	-0.4	5.2	10.5	9.5	-2.5	-3.7
21	O=C1COc2ccc(S(=O)(=O)NCCc3ccccc3)cc2N1	1.0	-5.2	1.0	2.4	-0.4	6.5	5.7	3.9	-0.2
22	O=C(NCCCNC(=O)c1ccco1)c1ccco1	0.0	1.4	-2.0	-4.5	-2.1	3.5	1.4	1.0	-0.9
23	COc1ccc(N(CC(=O)NC2CCCCC2)S(=O)(=O)c2cccnc2)cc1	3.0	2.0	1.7	-1.2	-0.3	2.2	5.6	1.5	0.4
24	CCOc1ccc(NCC(=O)c2ccc(C)cc2)cc1	2.0	-8.4	-0.9	-1.1	-7.2	-2.2	-6.9	6.1	-0.8

(continued)
Below each compound: GRK2 inh	GASC-1 inh	PP5 primary	core dimer inh	CTSL1 counter	proCasp7 act	VLA-4 inh	procasp3 activ	PP1 inh
#25 CC(Sc1nnc(N)s1)C(=O)NC1CCCCC1C (stereo not drawn)
→ 0.0	-38.8	1.4	0.7	-3.0	5.3	9.1	11.9	-4.0
#26 O=C1C2C3CCCC3=C3CCCC3C2C(=O)N1c1cccc(Cl)c1 (stereo not drawn)
→ 0.0	6.4	3.6	31.1	7.4	-2.3	-0.1	-5.0	3.6
#27 COc1ccc(N(Cc2cc3cc(OC)ccc3[nH]c2=O)S(=O)(=O)c2ccc(NC(C)=O)cc2)cc1
→ 1.0	48.3	2.5	9.9	0.8	6.4	-6.5	-3.0	-1.9
#28 COc1cc(C(=O)NC(=S)Nc2ccc3c(c2)OCO3)cc(OC)c1OC
→ 1.0	4.9	2.5	-4.6	-2.4	-7.4	-0.3	4.4	0.3
#29 Cc1ccnc(NC(=O)CCC(=O)N(CC(=O)NC(C)(C)C)c2ccc3c(c2)OCCO3)c1
→ 1.0	-9.4	-0.6	-4.0	-0.4	-2.9	8.0	3.5	-0.5
#30 O=C(COC(=O)C1CC1)Nc1ccc(OC(F)F)cc1
→ 4.0	4.5	0.3	-2.9	-6.2	-3.7	3.3	5.7	-5.1
#31 Cc1ccccc1N1CCN(C(=O)CN2C(=O)c3ccccc3C2=O)CC1
→ 1.0	-5.0	2.0	-0.6	-2.1	3.0	4.5	5.0	-0.2
#32 Cc1ccc(NC(=O)Nc2ccc3c(c2)nc(C)n3C)cc1C
→ 0.0	-2.8	2.3	11.4	1.8	-8.4	4.5	7.7	1.2
#33 COc1cc(NC(=O)CSc2nnnn2C2CCCC2)cc(OC)c1
→ 0.0	21.6	-0.5	-2.7	-0.8	2.5	-3.8	-4.7	1.6
#34 O=C(O)CCCCCN1C(=O)C(O)=C(C(=O)/C=C/c2ccccc2)C1c1ccccc1[N+](=O)[O-] (stereo not drawn)
→ 0.0	54.1	1.0	2.8	-0.8	-9.7	4.0	3.1	-0.2

Complete entries, looked up by structure. Screens in order: GRK2 inh | GASC-1 inh | PP5 primary | core dimer inh | CTSL1 counter | proCasp7 act | VLA-4 inh | procasp3 activ | PP1 inh
Cc1ccnc(NC(=O)CCC(=O)N(CC(=O)NC(C)(C)C)c2ccc3c(c2)OCCO3)c1 is entered as 1.0 | -9.4 | -0.6 | -4.0 | -0.4 | -2.9 | 8.0 | 3.5 | -0.5
CC(Sc1nnc(N)s1)C(=O)NC1CCCCC1C (stereo not drawn) is entered as 0.0 | -38.8 | 1.4 | 0.7 | -3.0 | 5.3 | 9.1 | 11.9 | -4.0

Going on with the list:
Below each compound: GRK2 inh	GASC-1 inh	PP5 primary	core dimer inh	CTSL1 counter	proCasp7 act	VLA-4 inh	procasp3 activ	PP1 inh
#35 CC(C(=O)Nc1cccc([N+](=O)[O-])c1)N1CCN(C/C=C/c2ccccc2)CC1 (stereo not drawn)
→ 0.0	3.8	2.3	-1.9	-3.1	6.1	0.4	-3.3	3.7
#36 CCOC(=O)CSC1=C(C#N)C(c2ccc(OC)cc2)C2=C(CC(C)(C)CC2=O)N1 (stereo not drawn)
→ 0.0	9.8	2.3	4.0	0.6	-16.1	-5.9	-12.8	-6.5
#37 Cc1ccccc1Nc1nc(N)c2ccccc2n1
→ 0.0	3.9	-1.8	-1.0	2.1	-1.2	-25.7	-3.4	-3.8
#38 OCC[C@@H]1C[C@H](O)[C@@H](O)[C@@]2(CCc3ccccc3O2)O1
→ 2.0	9.8	0.9	5.9	-1.4	-2.1	8.2	8.7	-2.1
#39 Cc1ccc(CN(C)C(=O)c2ccccc2Oc2ccccc2)o1
→ 0.0	-2.1	2.8	2.2	-2.8	-9.3	8.8	-10.2	-3.0
#40 CC(C)N1C(=O)CCN(C=O)c2ccccc21
→ 1.0	-1.8	-1.2	8.2	-1.0	-2.6	7.6	-7.1	-6.4
#41 CCOc1cc(NC(=S)NCC2CCCO2)c(OCC)cc1NC(=O)CC(C)C (stereo not drawn)
→ 2.0	1.2	-0.9	1.2	-1.0	-5.7	-1.9	2.4	-1.0
#42 CCn1c(SCC(=O)OC2CCCCC2)nnc1-c1ccncc1
→ 0.0	1.6	1.1	2.5	-2.2	-3.1	6.1	-1.4	-0.4
#43 CC(C)C(=O)Nc1cccc(NC(=S)NC(=O)c2cccs2)c1
→ 1.0	-12.1	2.5	-5.2	-2.5	2.5	-17.9	-4.2	-6.8
#44 CC1=NN(Cc2ccccc2)C(=O)/C1=C/c1ccc(N(C)C)cc1
→ 0.0	-4.8	3.7	-6.5	2.5	-15.5	29.7	3.5	5.1
#45 C=CCC(CC=C)(NC(=O)c1cccc(C)c1)c1ccccc1
→ 0.0	-6.1	0.5	5.0	-1.0	6.0	3.6	-0.1	1.7
#46 O=c1c2ccccc2nc2n1CCCCN2
→ 0.0	-13.7	1.2	-4.2	0.8	-1.1	8.5	-14.5	1.2

Source: PubChem BioAssay
